# High-throughput results as filed in PubChem BioAssay.
# LDHA block – inhibitors of human lactate dehydrogenase A | hit rate 0.15% among 480,000 | purified LDHA, NADH/diaphorase-resazurin fluorescence; hits give low values | P00338 | activity change, % (values are at about 110 or 230 µM); in the data active = activity change below about -30%; inconclusive = mostly about -25% to -30%;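 note: plate controls were DMSO wells for no effect and wells without enzyme for full effect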
#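 LDH5 2 nM; NADH 0.06 mM, pyruvate 0.2 mM; 200 mM Tris pH 7.4, EDTA, Tween-20; 5 min RT. Detection: diaphorase 0.133 mg/mL + resazurin 37 µM, fluorescence ex540/em590 at 0 and 20 min; normalized to enzyme-free and DMSO wells.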
# D1 antag – human D1 dopamine receptor antagonism; P21728; HEK293 TREx D1 cells, calcium flux, dopamine EC80; hits give low values; activity change, negative = inhibition, % at 10 µM; hit rate 3.2% among 360,000; AID 504652; in the data active = activity change below about -30%; note: % is set by controls: 0 for no effect and ±100 for the full control effect
# Target sequence (P21728 whole entry, looked up): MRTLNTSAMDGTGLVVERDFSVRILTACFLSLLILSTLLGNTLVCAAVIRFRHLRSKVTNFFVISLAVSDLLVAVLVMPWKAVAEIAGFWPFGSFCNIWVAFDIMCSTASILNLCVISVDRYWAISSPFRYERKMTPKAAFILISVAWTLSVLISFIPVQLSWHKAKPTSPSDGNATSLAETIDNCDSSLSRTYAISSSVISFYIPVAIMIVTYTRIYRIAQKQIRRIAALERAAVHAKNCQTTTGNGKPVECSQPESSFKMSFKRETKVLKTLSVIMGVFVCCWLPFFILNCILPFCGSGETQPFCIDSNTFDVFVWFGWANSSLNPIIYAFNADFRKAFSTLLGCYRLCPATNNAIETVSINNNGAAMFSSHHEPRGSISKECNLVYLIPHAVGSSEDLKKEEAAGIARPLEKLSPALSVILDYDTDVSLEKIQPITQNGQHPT
#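 HEK293 T-REx cells expressing inducible, force-coupled D1 receptor; no-wash Ca dye, 30–90 min RT. Cmpd → 180 s read at 1 Hz → EC80 DA → 180 s read.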
# D1 potentiator – human D1 dopamine receptor positive modulation; P21728; HEK293 TREx D1 cells, calcium flux, dopamine EC20 potentiation; potentiation, % at 10 µM; hit rate 0.036% among 360,000; AID 504651; in the data active = potentiation above about 30%; note: 0% is about no effect
# Vif-A3F inh – blocks the Vif interaction with APOBEC3F; AID 602313; hit rate 0.2% among 390,000; Potency, µM (highest dose often 46.1 µM), without a hit: top-dose activity, negative = active; HeLa A3F-eYFP + Vif (tagged APOBEC3F with the HIV-1 protein that degrades it), YFP fluorescence increase; note: potency is the fitted concentration of half-maximal effect; % of control where 0% means no effect; nearly all actives have a fitted effect of over 65% in size
#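 HeLa cells stably expressing A3F-eYFP plus Vif, plated and incubated overnight at 37 deg C, then exposed to compounds overnight at 37 deg C. Blocked degradation read as raised yellow fluorescence (Ex 488/Em 500-530).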
# Vif-APOBEC3G blk – inhibitors of Vif-APOBEC3G interaction. HeLa A3G-eYFP + Vif (tagged APOBEC3G with the HIV-1 protein that degrades it), YFP fluorescence, overnight. hit rate 0.076% among 410,000. AID 602310. Potency, µM (titrated, usually from 46.1 µM), for inactives: at the highest dose activity, negative = active, actives largely listed as inhibitors;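 note: potency is the fitted concentration of half-maximal effect; % is set by controls: 0 for no effect and ±100 for the full control effect; nearly all actives have a fitted effect of over 60% in size; hits raise eYFP signal because A3G escapes Vif-driven loss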
# Target sequence (Q9HC16 whole entry, looked up): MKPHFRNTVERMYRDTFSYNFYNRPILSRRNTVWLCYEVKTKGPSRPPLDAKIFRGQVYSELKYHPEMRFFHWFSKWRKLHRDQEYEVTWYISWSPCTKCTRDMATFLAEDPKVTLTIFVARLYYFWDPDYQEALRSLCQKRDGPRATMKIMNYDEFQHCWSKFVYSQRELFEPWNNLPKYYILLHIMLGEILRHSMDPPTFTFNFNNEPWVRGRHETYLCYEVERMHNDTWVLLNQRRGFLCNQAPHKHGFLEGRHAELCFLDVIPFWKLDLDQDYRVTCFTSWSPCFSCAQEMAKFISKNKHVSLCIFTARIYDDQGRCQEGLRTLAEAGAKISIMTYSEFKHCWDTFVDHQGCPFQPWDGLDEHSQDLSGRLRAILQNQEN
#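 HeLa cells stably expressing Vif and C-terminally eYFP-tagged A3G, seeded overnight at 37 deg C, then exposed to compound by pintool overnight at 37 deg C. Rise in yellow fluorescence (Ex 488/Em 500-530, Acumen) marks blocked Vif-driven A3G degradation.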
# D2 potentiator – positive allosteric modulators of human D2 dopamine receptor; HEK293 T-REx D2, calcium flux, EC20 dopamine potentiation; potentiation, % at 10 µM; hit rate 0.34% among 340,000;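 active = potentiation over 3 SD above the plate norm, cut at about 30% in these data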; note: 0% is about no effect
#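 Primary screen. Calcium kinetics in induced HEK293 T-REx D2 cells: compound pre-addition 180 s, EC20 dopamine, 180 s more.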
# D1 agonist – activates the human D1 dopamine receptor. AID 504660. HEK293 T-REx D1 cells, calcium flux, agonist mode. P21728. hit rate 1% among 360,000. activation, % at 2 µM; in the data active = activation above about 30%; note: 0% is about no effect
#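 Tetracycline-induced HEK293 TREx D1 cells, force-coupled to calcium signalling, were dye-loaded with a no-wash calcium kit. Compound was pin-added after a 10 s baseline. Fluorescence was read kinetically at 1 cycle/s for 180 s, with calcium rises flagged as agonism.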
# RXFP1 ag – activates the human relaxin receptor RXFP1; Q9HBX9; HEK293T-RXFP1 cAMP TR-FRET, 30 min; response scale: percent of porcine relaxin response, buffer zero; Potency, µM (top dose mostly 57.5 µM), inactives show at the highest dose activation, usual class: activators; hit rate 0.3% among 370,000; note: potency is the fitted concentration of half-maximal effect; % is set by controls: 0 for no effect and ±100 for the full control effect; nearly all actives have a fitted effect of over 60% in size; many of its hits are not listed in these tables
#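 HEK293 cells stably expressing RXFP1, treated 30 min at 37C with compounds plus PDE4 inhibitor Ro 20174; cAMP measured by HTRF TR-FRET. Normalized to buffer and 29 nM porcine relaxin; EC50 by Hill fit.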
# Glioma ERSR ind – ER stress response induction in glioma. U87-MG GRP78 promoter luciferase reporter, 16 h. Potency, µM, without a hit: at the highest dose activation, usual class: activators. hit rate 0.02% among 420,000. AID 602332; note: potency is the fitted concentration of half-maximal effect; series mostly up to about 76 µM; % of control where 0% means no effect; nearly all actives have a fitted effect of over 35% in size
#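 ERSR induction read as luciferase luminescence (Bright-Glo, 10 min at room temperature) in stably transfected human U87-MG glioma cells exposed to compounds for 16 h, using GRP78 as sensor.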
# Starred values were filed as active, the others as inactive; u = inconclusive; x = not tested or not shown; & = joins results of further samples. Unless noted, calls come from the whole dose curve; as a rule, active = well fitted curve in the direction sought with a large enough effect; inconclusive = small, poorly fitted or top-dose-only effect, or another doubt; inactive = no such curve, though single readings can be large; an effect the other way counts as inactive or inconclusive. A portion of the library; the hit share may differ from the screen's.
SMILES	LDHA block	D1 antag	D1 potentiator	Vif-A3F inh	Vif-APOBEC3G blk	D2 potentiator	D1 agonist	RXFP1 ag	Glioma ERSR ind
O=C(COC(=O)COc1ccc2ccccc2c1)NCC(F)(F)F	2	-32*	3	-3%	0%	-4	25	0.3%	-1%
C=CCSc1nc2nc(C)cc(C)n2n1	-4	-1	4	-13%	0%	11	1	3.2%	0%
Cc1nnc(SCc2c(Cl)cccc2[N+](=O)[O-])s1	-5	3	1	1%	-1%	-1	2	3.7%	-2%
COc1ccc(C(C)=O)cc1COC(=O)c1cccnc1Cl	-6	-9	-2	1%	-6%	28	0	7.4%	3%
CC(C)Oc1ccccc1C1Nc2ccccc2C(=O)N1c1ccc2c(c1)OCCO2 (centres undefined)	2	1	-7	x	-9%	0	-1	2.0%	1%
COc1cc(Cl)ccc1OCc1cc(C(=O)N2C[C@@H]3CCC[C@H]2C3)no1	1	-10	0	0%	0%	-8	3	-0.2%	-2%
CC(=O)c1ccccc1NS(=O)(=O)c1cccc2nsnc12	-7	-2	1	0%	0%	8	1	1.3%	-3%
C=CCNc1sc(C(=O)c2cccs2)c(N)c1C#N	-6	-13	-9	u	u	25	-2	1.9%	1%
CCNC(=O)COC(=O)COc1ccc(Cl)cc1C	-6	-1	8	-6%	0%	14	1	2.5%	-2%
CCn1c(SCC(=O)Nc2nnc(C)s2)nnc1-c1ccco1	-2	11	-7	0%	-2%	3	1	-0.9%	3%
CCc1cc(S(N)(=O)=O)cc(CC)c1NC(C)=O	-8	-10	-4	-1%	0%	-2	4	0.5%	0%
CN(CC(=O)Nc1ccccc1Cl)C(=O)COC(=O)c1nc(Cl)c(Cl)c(Cl)c1Cl	-3	-23	10	-2%	-25%	7	3	4.8%	-16%
Cc1ccc2c(CN3CCN(C(=O)c4ccc(Br)cc4)CC3)cc(=O)oc2c1	-1	12	-3	-7%	2%	x	0	2.4%	1%
COCCN1C(=O)N[C@@H](CCc2ccccc2)[C@H](C(C)=O)[C@H]1C	1	-3	-1	4%	-1%	1	9	-2.8%	-6%
CCOc1ccc(NC(=O)Cn2c(=O)n(CC(=O)NCCc3ccccc3)c(=O)c3sccc32)cc1	-5	-10	-1	-1%	1%	-6	0	-2.9%	0%

# Entries of single compounds from above. Screens in order: LDHA block	D1 antag	D1 potentiator	Vif-A3F inh	Vif-APOBEC3G blk	D2 potentiator	D1 agonist	RXFP1 ag	Glioma ERSR ind
# Cc1ccc2c(CN3CCN(C(=O)c4ccc(Br)cc4)CC3)cc(=O)oc2c1 in the list: -1	12	-3	-7%	2%	x	0	2.4%	1%
# CCc1cc(S(N)(=O)=O)cc(CC)c1NC(C)=O in the list: -8	-10	-4	-1%	0%	-2	4	0.5%	0%
# CCn1c(SCC(=O)Nc2nnc(C)s2)nnc1-c1ccco1 in the list: -2	11	-7	0%	-2%	3	1	-0.9%	3%
# CN(CC(=O)Nc1ccccc1Cl)C(=O)COC(=O)c1nc(Cl)c(Cl)c(Cl)c1Cl in the list: -3	-23	10	-2%	-25%	7	3	4.8%	-16%

# Further records follow.
SMILES	LDHA block	D1 antag	D1 potentiator	Vif-A3F inh	Vif-APOBEC3G blk	D2 potentiator	D1 agonist	RXFP1 ag	Glioma ERSR ind
Cc1ccc(N(CC(=O)Nc2ccc3c(c2)OCCO3)S(C)(=O)=O)cc1	0	-22	-4	-3%	-3%	12	2	0.9%	u
CCN(C(=O)Cn1cnc2c1c(=O)n(C)c(=O)n2C)C1CCCCC1	-2&12	6	-2	-2%	2%	16	-1	3.3%	-1%
Clc1ccc(-c2ccc(-c3nn4c(-c5ccco5)nnc4s3)o2)cc1	-16	x	x	-17%	-10%	x	x	x	-2%
O=C(NCCN1CCOCC1)c1ccc2c(c1)N(Cc1c(F)cccc1Cl)C(=O)c1ccccc1S2	0	18	3	-7%	-9%	0	2	-1.1%	0%
O=c1[nH]nc(-c2cc(-c3ccccc3)nc3ccccc23)o1	-16	x	x	-5%	-7%	x	x	x	-1%
O=C(COC(=O)c1ccc(Cl)nc1)Nc1ccc(Cl)cc1	3	-4	4	1%	-1%	-26	2	0.6%	2%
O=c1c2ccccc2nc(CSc2nnnn2-c2ccccc2)n1-c1cccc(C(F)(F)F)c1	-7	4	-3	-1%	-3%	-3	3	-0.2%	-1%
COc1cc2c(C(=O)N3CCN(c4cc(Cl)ccc4C)CC3)cn(CC(C)C)c(=O)c2cc1OC	-4	-2	2	1%	-2%	3	0	-0.3%	0%
COc1ccc(NC(=O)Cn2nnc(C(=O)Nc3ccc(C)c(F)c3)c2N)cc1Cl	3	-4	-8	-5%	-10%	3	3	5.8%	-4%
COCc1nnc(NC(=O)CSc2ccccc2)s1	0	12	-2	0%	-1%	-10	1	1.4%	8%
CCC(OC(=O)c1cc2sccc2n1C)C(=O)NCc1ccco1 (centres undefined)	-8	23	2	-7%	5%	-2	-1	-0.5%	-3%
CCC(C(=O)NC1CCCCCC1)c1ccccc1 (centres undefined)	-6	x	x	-16%	-1%	x	x	x	-4%
Cc1cccc(NC(=O)c2cc(NC(=O)c3ccco3)ccc2Cl)n1	0	-3	-8	-8%	-22%	-22	-2	1.2%	-3%
O=C(O)c1cc([N+](=O)[O-])ccc1NCCc1ccccc1	-8	6	-3	-12%	0%	-2	3	-2.0%	-4%
Cc1oc2c(C)c(O)ccc2c(=O)c1-c1ccc2ccccc2n1	-1	-19	-7	-9%	2%	-4	2	21%	-2%
CCCN1C(C(=O)c2ccccc2)=C(OC(=O)COc2ccccc2)c2ccccc2S1(=O)=O	-2	7	1	4%	-2%	7	-4	-0.7%	0%
O=C(O)c1ccc(S(=O)(=O)N2CCCc3ccccc32)cc1	-3	5	11	5%	-2%	2	1	0.0%	3%
COC(=O)NC1CCC(NC(=O)OC)CC1 (centres undefined)	-8	7	4	2%	2%	5	0	0.2%	-4%
CCn1c(Oc2ccccc2)nc2c1c(=O)n(C)c(=O)n2C	3	6	3	4%	2%	9	1	2.8%	-3%
Cc1cc(C)[n+]2n1C(=O)C(c1ccccc1)=C2[O-]	-2&-1	0&-10	0&0	6%&2%	-1%&2%	-12&8	2&1	1.9%&1.2%	6%&1%
CCCCS(=O)CC(O)CSc1nc(-c2ccc(OC)cc2)cc(-c2ccccc2)c1C#N (centres undefined)	-6	11	-1	0%	-3%	0	10	u	0%
CCC(Oc1ccc2c(=O)c(-c3ccccc3OC)coc2c1)C(=O)OCc1ccccc1 (centres undefined)	1	-5	-9	0%	-1%	0	14	-0.3%	-2%
CCCn1nnnc1NCc1ccc(F)cc1	-2	9	-4	-16%	-1%	-10	3	-2.0%	5%
Cc1[nH]nc2ncc(C(=O)c3cc(F)ccc3O)cc12	-3	-9	-5	7%	-10%	x	1	-0.9%	-3%
Cc1cnc(-c2nnc(N(C)C(=O)c3ccccn3)s2)cn1	x	-5	-8	x	x	1	2	1.7%	x
CC(C)Cc1nnc(NC(=O)CCC(=O)N2CCN(Cc3ccccc3)CC2)s1	-3	-22	-4	1%	3%	-1	1	-2.5%	-3%
COC(=O)c1ccc(C)c(NC(=O)Cc2coc3cc(OC)ccc23)c1	2	-3	0	-8%	-5%	13	2	1.6%	-1%
CSc1nnc(-c2cc[n+](C)cc2)n1CCO	-22	-5	-3	-4%	3%	-3	2	0.5%	-3%
COC(=O)c1ccccc1N1C(=O)[C@@H]2C(c3ccc(Br)cc3)=NO[C@@H]2C1=O	-5	-48*	-3	2%	-2%	12	8	2.3%	-9%
O=C1CCN(Cc2ccc([N+](=O)[O-])cc2)CCN1[C@H](CO)Cc1ccccc1	-2	-10	-6	-3%	0%&1%	5	2	0.6%	-5%&-3%

# Two compounds from above with just Vif-A3F inh and D1 antag:
canonical_smiles | Vif-A3F inh | D1 antag
CC(C)Cc1nnc(NC(=O)CCC(=O)N2CCN(Cc3ccccc3)CC2)s1 | 1% | -22
COC(=O)c1ccc(C)c(NC(=O)Cc2coc3cc(OC)ccc23)c1 | -8% | -3

# Molecules from the list above with a thiophene ring, fused or not, in the order listed:
SMILES	LDHA block	D1 antag	D1 potentiator	Vif-A3F inh	Vif-APOBEC3G blk	D2 potentiator	D1 agonist	RXFP1 ag	Glioma ERSR ind
C=CCNc1sc(C(=O)c2cccs2)c(N)c1C#N	-6	-13	-9	u	u	25	-2	1.9%	1%
CCOc1ccc(NC(=O)Cn2c(=O)n(CC(=O)NCCc3ccccc3)c(=O)c3sccc32)cc1	-5	-10	-1	-1%	1%	-6	0	-2.9%	0%
CCC(OC(=O)c1cc2sccc2n1C)C(=O)NCc1ccco1 (centres undefined)	-8	23	2	-7%	5%	-2	-1	-0.5%	-3%

# Next section
SMILES	LDHA block	D1 antag	D1 potentiator	Vif-A3F inh	Vif-APOBEC3G blk	D2 potentiator	D1 agonist	RXFP1 ag	Glioma ERSR ind
Cc1nnc(SCC(=O)Nc2ccccc2F)n(N)c1=O	-2	0	-1	1%	1%	13	3	0.7%	-5%
CCNC(=S)NC1CC2CCCC(C1)N2CCc1ccccc1 (centres undefined)	-9	-8	2	-1%	9%	-14	3	1.1%	-3%
CS(=O)(=O)c1sc(C#N)c2c1C(=O)CC(c1ccccc1)C2 (centres undefined)	9	-72*	-12	1%	-23%	-2	2	24%	-12%
NC(=O)c1ccc(NCCc2ccccc2)c([N+](=O)[O-])c1	1	x	0	0%	-4%	-2	0	-0.5%	3%
N#Cc1c(/N=C/c2cccnc2)sc2c1CCCC2	5	5	2	-1%	-6%	-11	1	-6.8%	-1%
COc1cccc(Oc2c(C)oc3c(CN4CCCC4)c(O)ccc3c2=O)c1	-1	-22	-9	4%	0%	4	2	22%	-2%
O=c1cn[nH]c2ccccc12	-9	4	-1	-1%	0%	0	2	-0.2%	1%
COc1cc(OC)cc(C(=O)N2CCC(C(=O)c3ccc(F)cc3)CC2)c1	-7	1	-5	-4%	3%	-10	-1	-0.1%	-1%
